# Vif-APOBEC3G blk: Vif-A3G binding inhibition; Q9HC16; HeLa A3G-eYFP + Vif (tagged APOBEC3G with the HIV-1 protein that degrades it), YFP fluorescence, overnight; Potency, µM (top dose mostly 46.1 µM), inactives show at the highest dose activity, negative = active, most hits filed as inhibitors; 0.076% of 410,000 active; AID 602310;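 note: potency is the fitted concentration of half-maximal effect; % is set by controls: 0 for no effect and ±100 for the full control effect; nearly all actives have a fitted effect of over 60% in size; hits raise eYFP signal because A3G escapes Vif-driven loss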
#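 Read-out is eYFP fluorescence (Ex 488/Em 500-530) from Vif-expressing HeLa A3G-eYFP cells; more signal means A3G escaped Vif-mediated degradation. Cells plated overnight, compound pinned in, incubated overnight at 37 deg C.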
# TrxR1 substrate: rat thioredoxin reductase 1 substrate activity | O89049 | purified TrxR1 substrate turnover, NADPH consumption readout | Potency, µM (doses to about 114 µM), inactives show at the top dose activity change, negative = substrate turnover | 0.01% of 390,000 active | AID 588456; note: potency is the fitted concentration of half-maximal effect; % is set by controls: 0 for no effect and ±100 for the full control effect; nearly all actives have a fitted effect of over 50% in size
# Target sequence (O89049 whole entry, looked up): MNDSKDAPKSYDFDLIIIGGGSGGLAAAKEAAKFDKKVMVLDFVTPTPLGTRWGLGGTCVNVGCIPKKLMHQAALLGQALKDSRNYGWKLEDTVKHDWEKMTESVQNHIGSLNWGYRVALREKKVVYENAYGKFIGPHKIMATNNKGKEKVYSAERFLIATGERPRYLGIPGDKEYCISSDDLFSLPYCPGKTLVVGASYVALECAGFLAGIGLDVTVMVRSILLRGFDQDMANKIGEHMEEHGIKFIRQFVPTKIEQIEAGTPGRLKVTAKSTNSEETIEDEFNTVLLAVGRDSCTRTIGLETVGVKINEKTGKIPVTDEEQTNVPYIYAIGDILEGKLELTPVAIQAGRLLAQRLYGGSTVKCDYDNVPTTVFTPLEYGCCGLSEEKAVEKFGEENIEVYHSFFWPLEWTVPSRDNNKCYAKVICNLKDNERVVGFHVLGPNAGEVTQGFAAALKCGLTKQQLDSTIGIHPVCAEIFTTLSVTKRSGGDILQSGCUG
#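 Rat TrxR1, dispensed at 90 nM, was prereduced with 400 uM NADPH (final) for 5 min at ~22 deg C, then incubated with compound 15 min before 400 uM selenite. A first-read NADPH fluorescence drop versus no-compound background flagged substrates.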
# LDHA block: inhibitors of human lactate dehydrogenase A; P00338; purified LDHA, NADH/diaphorase-resazurin fluorescence; stronger effect = lower value; activity change, % (values are at about 110 or 230 µM); 0.15% of 480,000 active; in the data active = activity change below about -30%; inconclusive = mostly about -25% to -30%;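 note: plate controls were DMSO wells for no effect and wells without enzyme for full effect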
#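 Enzyme activity of human lactate dehydrogenase 5 (2 nM; 0.06 mM NADH, 0.2 mM pyruvate, 5 min, RT) is measured via a resazurin/diaphorase fluorescence readout of residual NADH.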
# Vif-A3F inh: inhibitors of Vif-A3F interaction; HeLa A3F-eYFP + Vif (tagged APOBEC3F with the HIV-1 protein that degrades it), YFP fluorescence increase; Potency, µM (doses to about 46.1 µM), for inactives: at the top dose activity, negative = active; 0.2% of 390,000 active; AID 602313; note: potency is the fitted concentration of half-maximal effect; % of control where 0% means no effect; nearly all actives have a fitted effect of over 65% in size
#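 HeLa cells stably expressing Vif plus C-terminally eYFP-tagged A3F were seeded, incubated overnight at 37 deg C, dosed with compound, incubated overnight again at 37 deg C. Yellow fluorescence (Ex 488/Em 500-530) reported blocked Vif-mediated A3F-eYFP degradation.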
# mIDH1 inhibitor: blocks human mutant IDH1 R132H enzyme. O75874. IDH1-R132H enzyme, NADPH consumption, diaphorase/resazurin fluorescence. Potency, µM (doses to about 76.6 µM), inactives show at the highest dose activity change, negative = inhibition, usual class: inhibitors. 0.093% of 390,000 active. AID 602179; note: potency is the fitted concentration of half-maximal effect; % is set by controls: 0 for no effect and ±100 for the full control effect; nearly all actives have a fitted effect of over 65% in size
#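 IDH1-R132H (0.5 ug/mL dispensed) in pH 7.5 Tris buffer was preincubated 30 min with compound, then given a substrate mix of 0.016 mM NADPH and 2 mM alpha-KG for 80 min at room temperature; remaining NADPH was read by diaphorase/resazurin fluorescence.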
# USP1-UAF1 inh: blocks the human USP1/UAF1 deubiquitinase complex. O94782. recombinant USP1/UAF1, Ub-Rhodamine cleavage fluorescence. Potency, µM (titrated, usually from 57.1 µM), without a hit: at the highest dose activity change, negative = inhibition, hits mostly inhibitors. 0.23% of 390,000 active; note: potency is the fitted concentration of half-maximal effect; % is set by controls: 0 for no effect and ±100 for the full control effect; nearly all actives have a fitted effect of over 60% in size; inactives centre near -12
#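 Step one: compound is pinned into 1nM USP1/UAF1 in HEPES pH 7.8 buffer with TCEP. Step two: 15 min room-temperature incubation. Step three: Ub-Rho (150nM final) starts cleavage, tracked by fluorescence over six one-minute reads.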
# GRP78 ERSR act: induces the endoplasmic reticulum stress response in human glioma cells; U87-MG GRP78 promoter luciferase reporter, 16 h; Potency, µM, for inactives: at the top dose activation, usual class: activators; 0.02% of 420,000 active; AID 602332; note: potency is the fitted concentration of half-maximal effect; series mostly up to about 76 µM; % of control where 0% means no effect; nearly all actives have a fitted effect of over 35% in size
#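 Stably transfected U87-MG glioma cells carrying a GRP78-based luciferase sensor; 16 h compound incubation. Luminescence end-point read 10 min after Bright-Glo addition at room temperature.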
# PI4K2A block: PI4K2A (human) kinase inhibition; Q9BTU6; activity change, negative = inhibition, % at 76.9 µM; purified PI4K2A, ADP-Glo luminescence, 1 h; stronger effect = lower value; 0.13% of 420,000 active; in the data active = activity change below about -50%; inconclusive = mostly about -30% to -49%;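 note: -100% = wells without enzyme as full effect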
#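 In this quantitative HTS, ADP production by PI4K2A was quantified luminescently after 1 h at ambient temperature; 100 microM adenosine served as plate-quality control.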
# RXFP1 ag: agonists of human relaxin receptor RXFP1 | 0.3% of 370,000 active | HEK293T-RXFP1 cAMP TR-FRET, 30 min; response scale: percent of porcine relaxin response, buffer zero | Potency, µM (doses to about 57.5 µM), inactives show at the highest dose activation, actives largely listed as activators | AID 2676; note: potency is the fitted concentration of half-maximal effect; % is set by controls: 0 for no effect and ±100 for the full control effect; nearly all actives have a fitted effect of over 60% in size; many of its hits are not listed in these tables
#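 HEK293T cells stably expressing RXFP1 were pretreated with the PDE4 inhibitor Ro 20174, exposed to compounds for 30 min at 37C, lysed, and cAMP was read by TR-FRET. Data normalized to buffer (basal) and 29 nM porcine relaxin (100%).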
# * hit, by the source's call; ? = inconclusive; nt = no result given; [ ] = remark or other dose. Unless noted, calls come from the whole dose curve; as a rule, active = well fitted curve in the direction sought with a large enough effect; inconclusive = small, poorly fitted or top-dose-only effect, or another doubt; inactive = no such curve, though single readings can be large; an effect the other way counts as inactive or inconclusive.
no.	Molecule	LDHA block	PI4K2A block	TrxR1 substrate	Vif-A3F inh	USP1-UAF1 inh	Vif-APOBEC3G blk	mIDH1 inhibitor	RXFP1 ag	GRP78 ERSR act
1	CC(=O)c1cccc(OCC(=O)Nc2cccc(C(=O)Nc3c(C)n(C)n(-c4ccccc4)c3=O)c2)c1	-0.5	-0.7	-1.0%	0.5%	-2.7%	0.0%	7.7%	2.3%	-1.4%
2	COc1ccccc1C(=O)C1CCCN(C(=O)CCn2cnnn2)C1 (stereo not drawn)	-10.9	-3.6	-4.5%	-3.0%	-17.3%	1.7%	-17.2%	3.1%	-0.4%
3	Cc1ccsc1C(=O)N1CCCC1(C)C(=O)NCC(C)C (stereo not drawn)	-14.3	3.7	nt	nt	nt	-0.2%	nt	nt	-2.5%
4	Cc1nc(NC(=O)c2ccc3c(c2)OCO3)ccc1Br	-3.4	-7.8	-14.4%	1.8%	-20.4%	-11.8%	4.3%	0.4%	-1.4%
5	Cc1nn(CC(=O)Nc2nc3ccccc3s2)c(C)c1[N+](=O)[O-]	-1.8	0.1	0.0%	-5.4%	-7.9%	-0.6%	-3.6%	2.3%	1.6%
6	CC1=NC(C)Cc2ccccc21 (stereo not drawn)	-8.7	-3.9	8.7%[57.1 µM]	-4.2%	-18.4%	1.2%	0.7%	-1.5%	-3.2%
7	c1csc(-c2noc(COc3ccc4c(c3)CCCC4)n2)c1	-1.7	-9.6	-4.8%	0.8%	-24.8%	0.4%	8.5%	-0.2%	7.6%
8	CCCN(C(=O)COC(=O)c1nc2nccc(C)n2n1)C1CCS(=O)(=O)C1 (stereo not drawn)	-3.8	0.4	0.9%	3.4%	-3.9%	-0.1%	0.0%	nt	-4.4%
9	CC(C)c1c(O)c2c(n(-c3ccccc3)c1=O)CCCC2	-0.8	-0.9	5.2%	14.2%	-19.6%	0.0%	2.5%	1.3%	-5.8%
10	CCOC(=O)c1c(C)[nH]c(C(=O)COC(=O)C(C)N2C(=O)C3CCCCC3C2=O)c1C (stereo not drawn)	-0.8	3.8	-2.0%	-0.6%	-7.3%	-13.6%	3.3%	4.9%	-2.2%
11	Cc1ccsc1C(=O)N(C)CC(=O)Nc1ccccc1Br	-5.6	0.8	-4.1%	-2.5%	2.7%	-0.4%	-2.9%	0.8%	0.6%
12	CCOc1ccsc1C(=O)O	-1.0	-3.8	14.2%	?	-19.1%	-3.4%	0.0%	1.4%	0.3%

# Reprinted, compounds 1–2
no.	Molecule	LDHA block	PI4K2A block	TrxR1 substrate	Vif-A3F inh	USP1-UAF1 inh	Vif-APOBEC3G blk	mIDH1 inhibitor	RXFP1 ag	GRP78 ERSR act
1	CC(=O)c1cccc(OCC(=O)Nc2cccc(C(=O)Nc3c(C)n(C)n(-c4ccccc4)c3=O)c2)c1	-0.5	-0.7	-1.0%	0.5%	-2.7%	0.0%	7.7%	2.3%	-1.4%
2	COc1ccccc1C(=O)C1CCCN(C(=O)CCn2cnnn2)C1 (stereo not drawn)	-10.9	-3.6	-4.5%	-3.0%	-17.3%	1.7%	-17.2%	3.1%	-0.4%

# In the list so far, these have a halogen:
no.	Molecule	LDHA block	PI4K2A block	TrxR1 substrate	Vif-A3F inh	USP1-UAF1 inh	Vif-APOBEC3G blk	mIDH1 inhibitor	RXFP1 ag	GRP78 ERSR act
4	Cc1nc(NC(=O)c2ccc3c(c2)OCO3)ccc1Br	-3.4	-7.8	-14.4%	1.8%	-20.4%	-11.8%	4.3%	0.4%	-1.4%
11	Cc1ccsc1C(=O)N(C)CC(=O)Nc1ccccc1Br	-5.6	0.8	-4.1%	-2.5%	2.7%	-0.4%	-2.9%	0.8%	0.6%

# Next section.
no.	Molecule	LDHA block	PI4K2A block	TrxR1 substrate	Vif-A3F inh	USP1-UAF1 inh	Vif-APOBEC3G blk	mIDH1 inhibitor	RXFP1 ag	GRP78 ERSR act
13	Cc1ccc(O)c(NC(=S)NC(=O)/C=C/c2ccco2)c1	-2.1	1.2	0.3%	3.2%	-13.9%	?	3.7%	0.7%	0.7%
14	CCOC(=O)c1ccc(NC(=S)N2CCSC2c2ccc(OC)cc2)cc1 (stereo not drawn)	-6.9	2.0	-6.8%	7.7%	-13.3%	2.8%	3.6%	-0.6%	5.1%
15	Cc1cc(C)nc(SCc2ccc(F)cc2)n1	-1.5	7.5	-10.0%[57.1 µM]	2.2%	-2.4%	-4.6%	-0.8%	0.3%	3.3%
16	Cc1ccsc1/C=N/NC(=O)c1c[nH]c2ccccc12	-0.2	2.8	-13.5%	-0.9%	-13.5%	-0.7%	11.3%	0.2%	6.1%
17	COc1cc(/C=N/NC2=NS(=O)(=O)c3ccccc32)ccc1OC(C)=O	4.0	-1.5	-14.8%[57.1 µM]	?	-13.5%	4.2%	-0.9%	2.4%	-3.1%
18	COc1cc(CNCCSc2nnnn2C)cc(Cl)c1OCc1ccccc1	-6.9	1.8	-2.7%	1.1%	-20.7%	-2.4%	32.1%	-1.8%	3.8%
19	O=C(NCCN1CCOCC1)C1CC(=O)N(c2ccc(F)cc2)C1 (stereo not drawn)	3.0	-5.0	9.9%	-27.7%	-16.2%	1.6%	0.0%	-0.2%	-2.7%

# Record cards, as listed above.
# Entry for O=C(NCCN1CCOCC1)C1CC(=O)N(c2ccc(F)cc2)C1 (stereo not drawn) : LDHA block = 3.0; PI4K2A block = -5.0; TrxR1 substrate = 9.9%; Vif-A3F inh = -27.7%; USP1-UAF1 inh = -16.2%; Vif-APOBEC3G blk = 1.6%; mIDH1 inhibitor = 0.0%; RXFP1 ag = -0.2%; GRP78 ERSR act = -2.7%
# Entry for Cc1ccc(O)c(NC(=S)NC(=O)/C=C/c2ccco2)c1 : LDHA block = -2.1; PI4K2A block = 1.2; TrxR1 substrate = 0.3%; Vif-A3F inh = 3.2%; USP1-UAF1 inh = -13.9%; Vif-APOBEC3G blk = ?; mIDH1 inhibitor = 3.7%; RXFP1 ag = 0.7%; GRP78 ERSR act = 0.7%

# Screening results from PubChem BioAssay.

# These rows are one share of the data; rates above refer to the full screens.
